# KDM5B inh = Primary screen for KDM5B Histone Demethylases FDH-coupled qHTS. Lysine-specific demethylase 5B (Homo sapiens), Q9UGL1. KDM5B demethylase, FDH-coupled NADH fluorescence (FDH is formaldehyde dehydrogenase). Potency, µM (doses to about 57.7 µM), inactives show top-dose activity change, negative = inhibition, usual class: inhibitors. 220,000 tested, 2.6% active; active = well fitted inhibition curve with a large enough effect; inconclusive = small, poorly fitted or top-dose-only effect; inactive = no such curve, though single readings can be large or run the other way; also: 0% is about no effect; nearly all actives have a fitted effect of over 70% in size
# Target sequence (Q9UGL1 whole entry, looked up): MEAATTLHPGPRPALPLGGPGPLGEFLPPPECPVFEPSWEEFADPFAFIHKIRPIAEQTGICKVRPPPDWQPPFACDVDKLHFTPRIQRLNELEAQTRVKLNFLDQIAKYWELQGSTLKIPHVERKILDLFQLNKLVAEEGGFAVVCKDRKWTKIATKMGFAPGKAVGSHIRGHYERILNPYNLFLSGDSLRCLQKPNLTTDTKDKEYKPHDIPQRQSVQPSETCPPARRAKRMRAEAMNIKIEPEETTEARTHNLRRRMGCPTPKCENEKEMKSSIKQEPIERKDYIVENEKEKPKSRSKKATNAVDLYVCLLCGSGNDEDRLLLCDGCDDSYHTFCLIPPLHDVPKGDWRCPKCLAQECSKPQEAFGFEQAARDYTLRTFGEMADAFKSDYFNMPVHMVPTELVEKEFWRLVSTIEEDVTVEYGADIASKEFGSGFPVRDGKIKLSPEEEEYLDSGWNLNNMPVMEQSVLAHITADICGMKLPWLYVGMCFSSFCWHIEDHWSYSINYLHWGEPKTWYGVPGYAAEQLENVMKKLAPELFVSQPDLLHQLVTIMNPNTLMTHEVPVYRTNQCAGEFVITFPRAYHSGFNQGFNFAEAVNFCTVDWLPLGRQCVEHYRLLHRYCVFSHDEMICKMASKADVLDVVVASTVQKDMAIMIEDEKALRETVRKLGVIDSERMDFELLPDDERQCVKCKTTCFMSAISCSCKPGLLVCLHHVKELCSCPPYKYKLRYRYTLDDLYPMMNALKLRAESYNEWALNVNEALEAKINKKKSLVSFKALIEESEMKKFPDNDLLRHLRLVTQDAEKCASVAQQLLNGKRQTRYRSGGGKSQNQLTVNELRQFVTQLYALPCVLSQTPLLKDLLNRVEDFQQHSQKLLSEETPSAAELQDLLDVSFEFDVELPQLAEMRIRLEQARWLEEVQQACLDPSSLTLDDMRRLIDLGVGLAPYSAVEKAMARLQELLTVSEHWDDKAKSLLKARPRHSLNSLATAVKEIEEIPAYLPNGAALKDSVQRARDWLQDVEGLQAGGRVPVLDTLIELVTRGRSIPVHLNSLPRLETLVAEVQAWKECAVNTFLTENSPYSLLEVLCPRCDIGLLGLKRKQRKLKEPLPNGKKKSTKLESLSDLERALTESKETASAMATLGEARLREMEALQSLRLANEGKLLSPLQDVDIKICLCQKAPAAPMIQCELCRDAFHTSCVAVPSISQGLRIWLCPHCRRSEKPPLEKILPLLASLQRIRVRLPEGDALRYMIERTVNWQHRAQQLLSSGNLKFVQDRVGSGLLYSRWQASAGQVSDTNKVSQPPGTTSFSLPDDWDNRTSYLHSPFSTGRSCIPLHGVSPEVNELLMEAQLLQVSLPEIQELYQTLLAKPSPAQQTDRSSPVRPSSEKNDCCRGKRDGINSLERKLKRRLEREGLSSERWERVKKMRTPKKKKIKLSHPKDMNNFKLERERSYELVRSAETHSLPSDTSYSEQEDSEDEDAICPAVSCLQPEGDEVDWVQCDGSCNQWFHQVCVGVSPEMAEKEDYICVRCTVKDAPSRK
#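 Inhibition is measured as reduced NADH fluorescence generation from FDH coupling to formaldehyde release. Truncated KDM5BΔAP at 200 nM final acts on H3K4me3 peptide (12.5 µM in substrate mix) in pH 7.5 HEPES buffer with Tween-20, 30 min, room temperature.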
# * hit, by the source's call; ? = inconclusive; [ ] = another dose, or the depositor's remark. Potency is read from the fitted curve at half-maximal effect.
smiles	KDM5B inh
O=c1c2c(-c3ccccc3)n3ncnc3nc2ccn1CCc1cccs1	8%
CCc1nc(-c2c3n(c(=O)n(Cc4cc(F)cc(F)c4)c2=O)CCCCC3)no1	-10%
O=c1cc(-c2ccccc2)c2ccc(O)cc2o1	?
COC(=O)c1ccc(COC(=O)c2cc(=O)c3cc(C)ccc3o2)cc1	13%
CCN(Cc1nc2cc(OC)c(OC)cc2c(=O)[nH]1)C(=O)c1cccc(F)c1	11%
COc1ccc(OCC(=O)Nc2c(C(=O)N3CCC(N4CCCCC4)CC3)oc3ccccc23)cc1	-5%
O=C(NC1CCCN(c2cc(-c3ccccc3)[nH]n2)C1)c1ccccn1 (centres undefined)	-15%
O=C(O)c1cccc(NC(=O)N2CCc3[nH]cnc3C2c2cccc(F)c2)c1 (centres undefined)	-7%
Cc1sc2c(c1C)c(=O)n(-c1ccc(Cl)cc1)c(=O)n2Cc1cc(=O)n2ccccc2n1	7%
COc1cc(OC)cc(C(=O)N2CCN(C(=O)COc3ccccc3)CC2)c1	1%
COCc1nc2nc(-c3ccccc3)c(-c3ccccc3O)cc2n1C	9%[86.2 µM]
O=C(Nc1ccc(C2(C(=O)NCc3ccc4c(c3)OCO4)CCCCC2)cc1)C1CC1	4%
Cc1nc(-c2cc(-c3nc(-c4ccc(C(F)(F)F)cc4)no3)no2)cs1	7%
O=C(/C=C/c1ccc(Br)cc1)c1ccc(Cl)cc1	29%
CCOC(=O)c1c(C)[nH]c(C)c1S(=O)(=O)N1CCC(C(=O)N2CCN(c3cccc(Cl)c3)CC2)CC1	14%

# Some of the entries above in another layout:
KDM5B inh | Molecule
? | O=c1cc(-c2ccccc2)c2ccc(O)cc2o1
13% | COC(=O)c1ccc(COC(=O)c2cc(=O)c3cc(C)ccc3o2)cc1
11% | CCN(Cc1nc2cc(OC)c(OC)cc2c(=O)[nH]1)C(=O)c1cccc(F)c1

# New compounds follow:
smiles	KDM5B inh
COc1cccc(NC(=O)CC(=O)Nc2ccc3nc4n(c(=O)c3c2)CCCCC4)c1	?
COC(=O)c1ccccc1-n1cc2c(c1-c1cccc(C)c1)c(=O)n(C)c(=O)n2C	?
O=C([C@@H]1C[C@H](Oc2cccnc2)CN1C(=O)COc1ccc(F)cc1)N1CCCC1	-21%
Cc1c(CCOC(=O)c2ccc(Cl)cc2Cl)sc[n+]1CC(=O)c1ccc(Br)cc1	-14%
O=C(c1ccccc1F)N1CCn2c(nnc2-c2ccccc2)C1	6%[86.2 µM]
Cc1oc2c(cc(NS(=O)(=O)c3ccc(F)cc3)c3ccccc32)c1C(=O)O	-47%
CC(C)(C)c1noc(CN2CCN(c3cccc(F)c3C#N)CC2)n1	-5%
Cc1[nH]nc2c1C(c1ccc(Cl)cc1)C(C#N)=C(N)O2 (centres undefined)	-2%
COc1ccc(C(=O)/C=C/c2ccccc2F)c(OC(=O)c2ccc(C)cc2)c1	-14%
Cc1c(C(=O)OC2CCCC2)[nH]c2c1C(=O)CC(c1ccc(Cl)cc1)C2 (centres undefined)	-6%
C#CC(CC)(CC)NC(=O)CSc1nc2cc(Cl)ccc2s1	20%
COc1ccc(-c2nc3cc(NC(=O)c4ccccc4I)ccc3o2)cc1	5%
CCOc1ccc(CNC(=O)CCC(=O)N2CC3CCCN3c3ccccc32)cc1 (centres undefined)	?
Cc1cc(C)c(C)c(S(=O)(=O)N2CCCc3ccccc32)c1C	-9%
CCCCCCCCCCOc1ccc(C(=O)O)cc1	21%
O=C(c1cnsn1)N1CCc2c(cc(-c3cccc(F)c3)c(=O)n2CCN2CCCCC2)C1	?
Fc1ccc(CNCCCSc2nnnn2-c2ccccc2)cc1	-16%
COc1ccnc(N2CCN(CC3(O)CNCCOC3)CC2)n1 (centres undefined)	-30%
CCN1CCN(C(=O)C(=O)c2cn(CC(=O)N(CC)CC)c3ccccc23)CC1	27%
C#CCNC(=O)C1=NOC2CN(S(C)(=O)=O)CC12 (centres undefined)	24%[149 µM]
COc1cccc(CN(C(=O)c2sc3cc(C)ccc3c2Cl)C2CCS(=O)(=O)C2)c1 (centres undefined)	12%
CC(C)NS(=O)(=O)c1cccc(C(=O)N2CCCC2c2ccc3c(c2)OCCO3)c1 (centres undefined)	15%
COc1ccc(CN2CCc3nc(C4CC4)nc(-c4ccc(OC)cc4)c3CC2)cc1	?
Cc1ccc(NC(=O)c2n[nH]c(=O)c3ccccc23)cc1S(=O)(=O)N1CCCCCC1	6%
Cc1cc(O)c2c(C)c(CC(=O)NC3CCCCCC3)c(=O)oc2c1	-5%
CCN(CC)C(=O)Cn1c(=O)n(-c2ccc(Cl)c(Cl)c2)c(=O)c2c(C)c(C(=O)N(CC)CC)sc21	0%
COc1cccc(CN(C)C(=O)CSc2nc3ccccc3[nH]2)c1OC	13%
CCC1CCC(c2nnc(-c3ccc(Br)cc3)o2)CC1 (centres undefined)	?
CCc1ccc(OC(C)C(=O)N2CCC(c3nc4ccccc4s3)CC2)cc1 (centres undefined)	?
COc1cccc(CN2CCNC(=O)C2CC(=O)NCC(C)(C)N2CCOCC2)c1OC (centres undefined)	-27%
Cc1ccc(C(C)NS(=O)(=O)c2cccs2)cc1 (centres undefined)	30%
CCCCC(=O)NC1(C(F)(F)F)C(=O)N(Cc2ccccc2)C(C)=C1C(C)=O (centres undefined)	6%
CSc1ncc(C(=O)NCc2ccc(Cl)cc2)c(C(F)(F)F)n1	-7%
O=S(=O)(c1ccccc1)c1nc(-c2cccs2)oc1SCc1ccc(F)cc1	-23%
CN(C)c1nc2c(c(=O)[nH]1)CCN(Cc1cccc(OC(F)(F)F)c1)CC2	-14%
Cc1ccc(SCCC(=O)OCC(=O)Nc2ccc(S(N)(=O)=O)cc2)cc1	14%
COCCOc1ccc(C(=O)/C=C/c2cc(OC)c(OC)c(OC)c2)cc1	3%
CCOC(=O)c1ccc(NC(=O)c2c(NCc3cccc(OC)c3)sc3c2CCC3)cc1	?
COc1ccccc1-c1[nH]nc2ncc(C(=O)N3CCN(Cc4ccccc4)CC3)nc12	-22%[86.2 µM]
CN1C(=O)COC[C@@H]1[C@H](O)c1ccc(NC(=O)c2ccc(F)c(Cl)c2)cc1	5%[86.2 µM]
CCOCCOC1CCN(S(=O)(=O)c2cn(C)cn2)CC1	-11%
COCCNC(=O)c1ccc(OC2CCN(Cc3cccc(SC)c3)CC2)c(Cl)c1	?
Cc1ccc(C(=O)OCC(=O)OC2CC(C)CCC2C(C)C)s1 (centres undefined)	8%
Cn1nc(C(=O)N2CCCCC2)c2c1-c1ccsc1CC2	8%
CCCc1nc(C(=O)N2CCCCC2C(=O)OCC)cs1 (centres undefined)	-6%

# An excerpt of these results, with the structure last.
KDM5B inh | Compound
7% | Cc1sc2c(c1C)c(=O)n(-c1ccc(Cl)cc1)c(=O)n2Cc1cc(=O)n2ccccc2n1
6% | Cc1ccc(NC(=O)c2n[nH]c(=O)c3ccccc23)cc1S(=O)(=O)N1CCCCCC1

# Other entries.
smiles	KDM5B inh
Cc1c(/C=N/O)sc2ccccc12	-3%
C[C@H](C(=O)N1CCOCC1)C1CC[C@@]2(C)Cc3sc(-c4ccccc4)nc3[C@@H](C)[C@@H]2[C@H]1O (some centres undefined)	?
c1ccc(C2=Nc3ccccc3N=C(c3ccccc3)c3ccccc32)cc1	6%
COc1ccc(NC(=O)c2ccnc(-c3nnc4ccc(Nc5ccccc5)nn34)c2)cn1	32µM*
CO[C@@H]1CO[C@H]2[C@@H]1OC[C@@H]2n1nnnc1C(C)C	10%[115 µM]
COCCN1CC2(CCC1=O)CCN(c1nc(C(C)C)ccc1C#N)CC2	28µM*
CC(C)CC(NC(=O)c1ccc(-c2ccccc2)cc1)C(=O)O (centres undefined)	3%
CN(C)c1cc(CNC(=O)c2nccnc2N)ccn1	?
O=C1C2CN([S+](=O)([O-])c3ccccc3)CCC2OCCN1Cc1ccccc1 (centres undefined)	-9%[86.2 µM]
O=C(O)c1ccc(C#Cc2ccccc2)cc1	20%
CCc1ccc2oc(C(=O)Nc3cccc(Cl)c3)cc(=O)c2c1	12%
Cc1oc(-c2ccccc2F)nc1CS(=O)CC(=O)NC(C)C (centres undefined)	12%
CCOC(=O)C1=C(CN2CCSCC2)NC(=O)NC1c1cccc([N+](=O)[O-])c1 (centres undefined)	10%
Cc1oc2cc(OCC(=O)O)ccc2c(=O)c1Oc1ccccc1Br	?
CN(C)c1cccc(C(=O)Nc2ccc(-c3nc4ccccc4o3)cc2)c1	?
COCCOCc1nc(C2CCN(S(=O)(=O)c3cc(F)ccc3F)CC2)no1	-6%
Cc1ccc(C(=O)OCC(=O)N2CCc3ccccc32)cc1S(=O)(=O)N1CCCCC1	14%
O=S(=O)(Nc1nc2ccccc2nc1NCCc1ccccc1)c1cccc(Cl)c1	-21%
Cc1cc(C)c(S(=O)(=O)n2cnc(C)c2)c(C)c1	11%
N#Cc1cccc(CN2CC[C@@H]3OCC(=O)N(Cc4ccccc4)[C@H]3CC2)c1	-12%[86.2 µM]
Cc1cccc(C(=O)N2CCCC(N3CCN(c4cccc(C(F)(F)F)c4)CC3)C2)c1 (centres undefined)	43%[activator]
COc1ccc(/C=C/C(=O)NCC(=O)N/N=C/c2cccs2)cc1	23%
Cc1ccc(-c2cc3c(=O)n(CCNC(=O)c4ccoc4)ccn3n2)cc1C	?
Cc1cccc(NC(=O)CS(=O)(=O)c2nc(-c3ccccc3)cn2-c2cccc(Cl)c2)c1C	?
Cc1nn(C)c(C)c1C(C)C(=O)Nc1cc(F)c(N(C)C)c(F)c1 (centres undefined)	15%
CC[C@H](C)[C@H](N)C(=O)N1CCC2(CCC(=O)N(Cc3ccccc3)C2)CC1	-18%
CCN(CC)c1ccc(NS(=O)(=O)c2ccc3c(c2)CCCN3C(C)=O)c(C)c1	-28%
C=CCN(C(=O)c1csnn1)C(C(=O)NC1CCCCC1)c1ccc(C)cc1 (centres undefined)	21%
COc1ccc(-c2nc(Cn3c(=O)cc(C)c4c(C)nn(-c5ccccc5)c43)c(C)o2)c(OC)c1	-25%
CCCNC(=O)C1COC2(CCN(C(=O)c3ccc(OC)cc3)CC2)N1C(=O)c1ccccc1 (centres undefined)	7%

# 3 of the entries above in order of the KDM5B inh value, low to high.
smiles	KDM5B inh
COc1ccc(-c2nc(Cn3c(=O)cc(C)c4c(C)nn(-c5ccccc5)c43)c(C)o2)c(OC)c1	-25%
COCCOCc1nc(C2CCN(S(=O)(=O)c3cc(F)ccc3F)CC2)no1	-6%
Cc1nn(C)c(C)c1C(C)C(=O)Nc1cc(F)c(N(C)C)c(F)c1 (centres undefined)	15%

# Next entries
smiles	KDM5B inh
CC1CCCN(CCCNC(=O)c2cc3c(Cl)nc4ccccc4c3s2)C1 (centres undefined)	-7%
COc1ccc(Cl)cc1NC(=O)c1cc2c(s1)-c1ccccc1S(=O)(=O)C2	5%
O=[N+]([O-])c1cc(NS(=O)(=O)c2cc(Cl)sc2Cl)ccc1F	-11%
O=S(=O)(NCC(Nc1ccc(Cl)cc1)c1ccccc1)c1ccccc1 (centres undefined)	-11%
O=C1C(=O)N(CCCn2ccnc2)C(c2ccc([N+](=O)[O-])cc2)/C1=C(\O)c1ccc2c(c1)OCCO2 (centres undefined)	-26%
CC(=O)c1cccc(NC(c2ccc(F)cc2)c2nnc(-c3ccccc3)o2)c1 (centres undefined)	?
COc1cc2c(cc1OC)CN(C(=O)CCc1ncc(-c3c(F)cccc3F)o1)CC2	14%
N/C(=N\S(=O)(=O)c1cc(C(F)(F)F)cc(C(F)(F)F)c1)c1cccs1	3%
CC(C)(C)C(=O)Nc1c2c(nn1-c1cccc(Cl)c1)CS(=O)(=O)C2	31%[activator]
S=C(NCCc1ccc(Cl)cc1Cl)NC1CC2CCC1C2 (centres undefined)	5%
CCc1noc(-c2nc(-c3ccc(F)c(F)c3)no2)n1	43%
O=C(CCC(=O)c1ccc(Cl)cc1)OCc1ccc(Cl)cc1Cl	-18%
O=C(Cc1ccc(F)cc1)N1CCC2(CC1)CN[S+](=O)([O-])c1cccnc1O2	?
CCn1ccc(C(=O)N2CCC([C@H]3[C@@H](OC)C(=O)N3C(C)C)CC2)n1	34%
O=C(Cn1c(=O)n(-c2ccc(F)c(Cl)c2)c(=O)c2sc3ccccc3c21)NC1CCCCC1	0%
CC(=O)N1CCCCCCNC(=O)[C@@H]2CCC[C@@H]21	-12%
O=C(Nc1cc(C(F)(F)F)ccc1Cl)c1ccc2c(c1)CCN2S(=O)(=O)c1ccccc1	8%
O=C(NCc1cc(-c2ccccc2)n[nH]1)[C@H]1CCC[C@H](O)C1	18%
Cc1cc(NC(=O)c2ccc3[nH]c(C)c(C)c3c2)ccn1	20%
Cc1cccc(C)c1OCC(=O)NNC(=S)NC(=O)C1CC1	?
CC(C)C[C@H](NC(=O)[C@@H]1C[C@H](NC(=O)c2cccn2C)CN1C(=O)c1cccn1C)C(N)=O	-11%
CN(C(=O)c1ccc[nH]c1=O)C1CCc2nn(C)c(=O)n2CC1 (centres undefined)	23%
CN(CC(=O)NC(=O)NCc1ccccc1)Cc1ccccc1	12%
COCCN1C(=O)c2ccccc2C(C(=O)Nc2nnc(C3CC3)s2)C12CCCC2 (centres undefined)	10%
N#CCOc1nc(N2CCOCC2)nc(N2CCOCC2)n1	16%
COc1ccc(OC)c(CNC(=O)c2cc(S(=O)(=O)N3CCC(C)CC3)cn2C)c1	?
COCCCNC(=O)c1c(C)noc1-c1cc(OC)cc(OC)c1	-10%

# These rows are one share of the data. The share of hits here may be higher or lower than overall.
